High-throughput results deposited in PubChem by National Center for Advancing Translational Sciences (NCATS).
JMJD2A Tudor = JMJD2A Tudor domain (human) inhibition. O75164. Potency, µM (highest dose often 114 µM), for the others: top-dose activity change, negative = inhibition, most hits filed as inhibitors. AID 504339. AlphaScreen JMJD2A-Tudor / H3K4me3 peptide binding. 390,000 compounds, 4.4% hits; further: on the % scale 0 is the no-effect control and ±100 the full control effect; nearly all actives have a fitted effect of over 50% in size
POLI inh = DNA polymerase iota (human) inhibition; Q9UNA4; AID 588590; 390,000 compounds, 1% hits; Potency, µM (titrated, usually from 115 µM), for inactives: top-dose activity, negative = inhibition, most hits filed as inhibitors; Pol iota fluorescent replication assay, 10 min
Target sequence (Q9UNA4 whole entry, looked up): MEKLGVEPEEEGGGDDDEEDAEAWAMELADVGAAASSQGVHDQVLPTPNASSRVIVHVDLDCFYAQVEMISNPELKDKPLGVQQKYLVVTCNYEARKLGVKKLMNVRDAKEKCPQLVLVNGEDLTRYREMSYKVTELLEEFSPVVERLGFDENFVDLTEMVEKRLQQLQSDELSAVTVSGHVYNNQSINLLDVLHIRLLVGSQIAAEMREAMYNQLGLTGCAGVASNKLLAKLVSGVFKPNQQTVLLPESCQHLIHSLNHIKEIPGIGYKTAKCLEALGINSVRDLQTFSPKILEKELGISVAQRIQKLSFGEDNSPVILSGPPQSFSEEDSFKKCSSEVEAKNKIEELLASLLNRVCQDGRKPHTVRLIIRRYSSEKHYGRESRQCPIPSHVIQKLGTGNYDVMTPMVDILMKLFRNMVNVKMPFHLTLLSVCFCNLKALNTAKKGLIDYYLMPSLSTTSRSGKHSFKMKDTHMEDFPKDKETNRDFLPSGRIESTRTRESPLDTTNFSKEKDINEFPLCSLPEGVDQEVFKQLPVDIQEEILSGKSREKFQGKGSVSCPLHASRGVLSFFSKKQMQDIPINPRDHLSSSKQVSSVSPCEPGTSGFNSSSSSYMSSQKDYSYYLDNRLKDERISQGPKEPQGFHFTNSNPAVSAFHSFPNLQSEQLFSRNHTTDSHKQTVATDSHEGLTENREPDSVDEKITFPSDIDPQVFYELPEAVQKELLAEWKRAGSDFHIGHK
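Fluorescent replication assay read twice, at 0 min and 10 min after adding 50 nM (final) substrate. Enzyme (10 nM) and compounds were first incubated 15 min at room temperature; enzyme-free buffer wells were negative controls.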
Pin1 inh = human Pin1 inhibition; 390,000 compounds, 0.009% hits; Potency, µM (top dose mostly 115 µM), inactives show at the highest dose activity, negative = inhibition, actives largely listed as inhibitors; Pin1 FP peptide displacement, HiFluor488, 10 min; Q13526; active means well fitted inhibition curve with a large enough effect in the polarisation, with a control signal flat, not every such curve was filed as active; inconclusive means small, poorly fitted or top-dose-only effect, or effect the other way, or a change in a side signal; inactive means no such curve, though single readings can be large or run the other way; the % refers to the polarisation; further: on the % scale 0 is the no-effect control and ±100 the full control effect
Target sequence (Q13526 whole entry, looked up): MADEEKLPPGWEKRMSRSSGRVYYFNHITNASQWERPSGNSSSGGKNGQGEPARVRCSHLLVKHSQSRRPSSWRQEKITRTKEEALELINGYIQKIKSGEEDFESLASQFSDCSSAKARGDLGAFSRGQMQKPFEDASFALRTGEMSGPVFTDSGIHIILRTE
HP1b binding inh = inhibitors of HP1-beta chromodomain binding to methylated histone tails. AlphaScreen HP1-beta / biotin-H3K9me3 peptide binding. Potency, µM (titrated, usually from 114 µM), without a hit: at the highest dose activity change, negative = inhibition, hits mostly inhibitors. 390,000 compounds, 0.56% hits; further: nearly all actives have a fitted effect of over 70% in size; inactives centre near 23
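AlphaScreen: HP1-beta (50 nM) preformed 30 min with biotin-H3(1-18)K9me3 peptide (50 nM) in PBS pH 7.4, 0.01% Tween-20. Compound added for 30 min at RT, then streptavidin donor/nickel chelate acceptor beads (10 ug/mL) for 30 min.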
BLM helicase inh = blocks DNA unwinding by human BLM helicase. recombinant BLM DNA unwinding, fluorescence dequenching. Potency, µM (titrated, usually from 56.1 µM), for the others: at the highest dose activity change, negative = inhibition, hits mostly inhibitors. 350,000 compounds, 0.2% hits. AID 2528;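 further: plate controls were vehicle for no effect and no enzyme for full effect; nearly all actives have a fitted effect of over 35% in size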
GLS inh = inhibitors of human glutaminase (GLS). GLS enzymatic activity, qHTS titration. Potency, µM (doses to about 45.5 µM), inactives show at the highest dose activity change, negative = inhibition, actives largely listed as inhibitors. 410,000 compounds, 0.21% hits. AID 624170; further: on the % scale 0 is the no-effect control and ±100 the full control effect
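Read-out is an Amplex red fluorescence increase coupled through glutamate oxidase and HRP, measured before and after 30 min room-temperature incubation. hKGA is in 45 mM KH2PO4 (pH 8.2) with 0.02% Tween-20; glutamine added as 1mM solution.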
Tb PGK inh = inhibitors of T. brucei phosphoglycerate kinase; PGK/GAPDH coupled, Kinase-Glo luminescence, 60 min; P07378; 380,000 compounds, 0.043% hits; AID 602233; Potency, µM (highest dose often 57.5 µM), without a hit: top-dose activity change, negative = inhibition, actives largely listed as inhibitors; further: on the % scale 0 is the no-effect control and ±100 the full control effect; nearly all actives have a fitted effect of over 60% in size
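Luminescent ATP detection (Kinase-Glo Plus) follows a 60-minute room-temperature incubation, with wells lacking PGK as controls. Buffer: 100 mM TEA (pH 7.6), 5 mM MgCl2, 0.01% Tween-20. Coupling enzyme GAPDH (100 nM final) supplies unstable 1,3-BPG in-well.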
BAZ2B inh = inhibitors of human BAZ2B bromodomain | AID 504333 | Potency, µM (series often up to 114 µM), without a hit: at the top dose activity change, negative = inhibition, hits mostly inhibitors | AlphaScreen BAZ2B-H3K14Ac peptide displacement | Q9UIF8 | 360,000 compounds, 4.4% hits; further: on the % scale 0 is the no-effect control and ±100 the full control effect; nearly all actives have a fitted effect of over 60% in size
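AlphaScreen displacement of biotin-H3(5-23)K14Ac peptide (50 nM final) from BAZ2B (50 nM final) in PBS pH 7.4, 0.01% Tween-20; complex preformed 30 min RT, then compounds (top 110 uM) 30 min RT, beads 20 min dark.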
G9a inh = G9a (human) methyltransferase inhibition; Potency, µM (titrated, usually from 102 µM), inactives show at the highest dose activity, negative = inhibition, usual class: inhibitors; AID 504332; Q96KQ7; G9a H3K9 monomethylation, AlphaScreen, 2 h; 350,000 compounds, 8.8% hits; further: on the % scale 0 is the no-effect control and ±100 the full control effect; nearly all actives have a fitted effect of over 75% in size
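Signal arises when biotinylated H3K9 peptide, once monomethylated, bridges streptavidin donor and antibody-captured acceptor beads. Enzyme at 20 nM was preincubated 15 min with test compounds; peptide 500 nM and SAM 20 uM then reacted for 2 h.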
Active calls of the source: *; i = inactive; ? = inconclusive; . = no result given; & = joins results of further samples; [ ] = another dose, or the depositor's remark. Unless noted, the call rests on the fitted dose curve; in most records, active means well fitted curve in the direction sought with a large enough effect; inconclusive means small, poorly fitted or top-dose-only effect, or another doubt; inactive means no such curve, though single readings can be large; an effect the other way counts as inactive or inconclusive. Potency means the concentration at half of the fitted maximal effect. This is a subset (hit frequency here may not be typical).

The opening eight records, to show the layout:
cpd	mol	JMJD2A Tudor	POLI inh	Pin1 inh	HP1b binding inh	BLM helicase inh	GLS inh	Tb PGK inh	BAZ2B inh	G9a inh
1	CC(C)N1CCc2c(sc(NC(=O)CCS(=O)(=O)c3ccccc3)c2C(N)=O)C1	-17%	14%	3%	41%[activator]	3%	28%	-1%	-14%	-8%
2	Cc1ccsc1C(=O)NC(C)c1ccc2c(c1)OCO2 (centres undefined)	-7%	1%	-11%	14%	-6%	6%	-10%	8%	11%[59 µM]
3	COc1ccc(CN(C)CCCn2cnc3c(OCc4ccccc4)ncnc32)cc1OC	-12%	-10%	-1%	17%	.	10%	1%	.	.
4	CCN(CC)S(=O)(=O)c1ccc(C)c(NC(=S)N2CCN(C/C=C/c3ccccc3)CC2)c1	-35%	-7%	9%	15%	-17%	-4%	-7%	?	35µM*
5	CCCc1cc(C(=O)N2CCCC(CO)(CCCc3ccccc3)C2)n(C)n1 (centres undefined)	-11%	31%[activator]	4%	17%	-1%	0%	7%	-8%	.
6	NC(=O)C1CCN(C(=O)CN(C2CCCCC2)S(=O)(=O)c2ccc(F)cc2)CC1	0%	45%[activator]	-2%	22%	-3%	14%	5%	3%	12%
7	COc1cccc(C(=O)Nc2c(C)n[nH]c2C)c1	-8%	21%	6%	16%	1%	-1%	-1%	7%	-20%[12.7 µM]
8	COC(=O)C1=C(C(=O)OC)[C@@H]2Nc3ccccc3[C@@]23C[C@@H](C(=O)OC)N=C3N1	-18%	-6%	-2%	23%	3%[12.4 µM]	18%	0%	4%	38%[59 µM]

The whole of this part, from the start:
cpd	mol	JMJD2A Tudor	POLI inh	Pin1 inh	HP1b binding inh	BLM helicase inh	GLS inh	Tb PGK inh	BAZ2B inh	G9a inh
1	CC(C)N1CCc2c(sc(NC(=O)CCS(=O)(=O)c3ccccc3)c2C(N)=O)C1	-17%	14%	3%	41%[activator]	3%	28%	-1%	-14%	-8%
2	Cc1ccsc1C(=O)NC(C)c1ccc2c(c1)OCO2 (centres undefined)	-7%	1%	-11%	14%	-6%	6%	-10%	8%	11%[59 µM]
3	COc1ccc(CN(C)CCCn2cnc3c(OCc4ccccc4)ncnc32)cc1OC	-12%	-10%	-1%	17%	.	10%	1%	.	.
4	CCN(CC)S(=O)(=O)c1ccc(C)c(NC(=S)N2CCN(C/C=C/c3ccccc3)CC2)c1	-35%	-7%	9%	15%	-17%	-4%	-7%	?	35µM*
5	CCCc1cc(C(=O)N2CCCC(CO)(CCCc3ccccc3)C2)n(C)n1 (centres undefined)	-11%	31%[activator]	4%	17%	-1%	0%	7%	-8%	.
6	NC(=O)C1CCN(C(=O)CN(C2CCCCC2)S(=O)(=O)c2ccc(F)cc2)CC1	0%	45%[activator]	-2%	22%	-3%	14%	5%	3%	12%
7	COc1cccc(C(=O)Nc2c(C)n[nH]c2C)c1	-8%	21%	6%	16%	1%	-1%	-1%	7%	-20%[12.7 µM]
8	COC(=O)C1=C(C(=O)OC)[C@@H]2Nc3ccccc3[C@@]23C[C@@H](C(=O)OC)N=C3N1	-18%	-6%	-2%	23%	3%[12.4 µM]	18%	0%	4%	38%[59 µM]
9	COc1ccccc1C(=O)NCC(=O)NC(C)CCc1ccccc1 (centres undefined)	-4%	5%	-13%	23%	0%	-4%	-7%	-4%	38%
10	Cn1c(=O)c2c(nc3n2CC(O)CN3c2ccc(O)cc2)n(C)c1=O (centres undefined)	-24%	16%	0%	15%	1%	?	i	-2%	79µM*
11	Cc1ccc(C23CC4CC(CC(C(=O)NC(C)C(N)=O)(C4)C2)C3)cc1 (centres undefined)	16%	21%	6%	56%[activator]	-3%	-4%	-1%	-2%	21%[59 µM]
12	CCOc1cc(N2CCOCC2)c(OCC)cc1NC(=O)c1ccccc1	-20%	90%[activator]	0%	-3%	1%	104%[activator]	-3%	?	?
13	Cc1ccc(-c2noc(CC(c3ccccc3)c3ccccc3)n2)cc1	60%[activator]	-14%	6%	191%[activator]	-6%	7%	1%	55%[activator]	31%[activator][59 µM]
14	Cc1ccc(CNC(=O)c2ccc(N3CCC4(CC3)CC(c3ccccc3)=NO4)c(N)c2)cc1	-13%	24%	-4%	22%	-4%	0%	-4%	-25%	-5%
15	COc1cccc(C(=O)NCCNC(=O)c2ccccn2)c1	0%	27%	-6%	29%	-5%	-1%	i	1%	7%
16	COC(=O)CCCC1=CC2=C(c3ccccc3)C(=O)C(C)(OC(=O)C3CCCC3)C(=O)C2=CN1C1CCCC1 (centres undefined)	?	44%	7%	4%	-12%[12.4 µM]	3%	i	?	-44%[59 µM]
17	Cc1cccc(NC(=O)c2ccc(CN3CCN(Cc4ccccc4)CC3)cc2)c1	-5%	56%[activator]	0%	76%[activator]	0%	0%	-9%	?	.
18	CC(=O)c1ccc(N2CCN(CC(O)COC(c3ccccc3)c3ccccc3C)CC2)cc1 (centres undefined)	4.5µM*	20%	5%	45µM*	-7%	2%	i	25µM*	8.9µM*
19	Cc1ccc2cccc(NC3OC(=O)c4ccccc43)c2n1 (centres undefined)	?	241%[activator]	-1%	-14%	-20%	17%	i	-33%	?
20	C/C(=N\NC(=O)c1ccccc1)c1ccccc1Br	-11%	-27%	4%	9%	-2%	0%	-9%	-3%	20%[59 µM]
21	Cc1ccc(-c2ccc(=O)n(CC(=O)Nc3ccc(F)c(Cl)c3)n2)cc1C	-7%	14%	2%	38%	-4%	1%	-5%	-7%	7%[59 µM]
22	CCOC(=O)c1sc(NC(=O)CSc2n[nH]c(CC)n2)nc1C	-23%[57.1 µM]	108%[activator]	5%	59%[activator]	4%	-10%	i	-18%	4%
23	C=CCn1c(SCc2nc3cc(C(=O)OC)ccc3c(=O)[nH]2)nc2sc(CC)cc2c1=O	-9%	26%	8%	39%	-25%	2%	-1%	6%	25%[59 µM]
24	Nc1nonc1OCCc1ccccc1	-19%	-5%	-7%	27%	-10%	2%	i	-2%	-5%[12.7 µM]
25	CC(=O)c1cc(-c2ccccc2)n(CC(=O)NC2CCCCC2)c1C	-8%&-4%	-4%&23%	2%&0%	26%&23%	-3%&-2%	-2%&-1%	2%&-4%	-5%&3%	-2%
26	COc1ccc(-c2[nH]ncc2CN2CCN(C(=O)c3ccco3)CC2)cc1F	-12%	17%	29%	16%	-4%	-5%	2%	0%	?
27	CC1CCN(C(=O)CSc2nnc(CNc3ccc(F)cc3)n2Cc2ccco2)CC1	-29%	0%	0%	16%	-4%	17%	-1%	-12%	?
28	CC(C)CNC(=O)c1ccc(Cl)c(Cl)c1	-1%	1%	-2%	39%[activator]	3%	-17%	5%	10%	16%[59 µM]
29	Cc1cccc(C)c1Nc1nnc(SCc2nc3ccccc3s2)s1	-29%	16%	40%[activator]	20%	-3%	18%	5%	-1%	8.9µM*
30	Cc1nn(CC(=O)NCc2cccc3ccccc23)c(=O)c2ccccc12	-20%	0%	-4%	29%	-11%	2%	i	9%	-7%[59 µM]
31	COc1ccc(-n2nnnc2SCC(=O)Nc2nnc(C)s2)cc1	-1%	-14%	12%	40%	-2%	-2%	i	0%	-20%
32	O=C1CCC/C=C/C[C@H](CC(=O)N(CCO)Cc2ccccc2)C(=O)N[C@@H](Cc2ccccc2)CO1	-39%	?	-11%	34%	.	2%	-4%	.	.
33	CC(O)[C@H]1CC[C@H]2[C@@H]3CC[C@H]4C[C@@H](O)CC[C@]4(C)[C@H]3C(=O)C[C@]12C (some centres undefined)	-10%	6%	0%	37%	.	-3%	4%	-8%	26%[2.33 µM]
34	COc1nc(N(C)C)nc(N(C)c2cc(Cl)cc(Cl)c2)n1	24%	73%[activator]	1%	36%[activator]	-4%	-2%	-9%	7%	30%
35	Cc1nc2ccc(C(=O)Nc3ccc(N(C)C)cc3)cc2s1	-28%	82%[activator]	0%	-8%	.	-5%	-7%	.	.
36	COc1ccc(C(=O)Nc2cccc(S(=O)(=O)NC3=NCCC3)c2)cc1OC	-12%	14%	-14%	32%[activator]	.	-6%	-11%	.	.
37	COc1ccc(C(=O)/C=C/C(=O)N(Cc2ccccc2OC)C(C(=O)NC2CCCCC2)c2ccncc2)c(O)c1 (centres undefined)	-29%	127%[activator]	14%	13%	-5%	-17%	i	?	13%[59 µM]
38	CCN1C(=O)S/C(=C/c2c(OCc3ccc(C(=O)O)cc3)ccc3ccccc23)C1=O	?	-2%	?	-4%	-8%	19%	-10%	?	50µM*
39	Nc1ccc(C2CCCc3nonc32)c2nonc12 (centres undefined)	-15%	24%	5%	20%	-21%	25%	2%	-33%	?
40	O=C(CNC(=O)c1ccco1)OCC(=O)c1ccc2ccccc2c1	-8%[57.1 µM]	10%	0%	56%[activator]	0%	2%	0%	-5%	18%[59 µM]
41	Cc1ccccc1Oc1ccc2c(c1)[C@@H]1C[C@H](N(C)C(=O)c3ccc(C#N)cc3)[C@H]([C@H](C)O)C(=O)N1CC2	-21%	-8%	-7%	17%	.	5%	2%	.	.
42	CC(=O)c1cnc(SCCN2C(=O)c3ccccc3C2=O)nc1C	-11%	3%	-3%	16%	-2%	0%	4%	-37%	19%
43	CS(=O)c1nc(-c2ccc(Br)cc2)cc(-c2ccccc2)c1C#N (centres undefined)	-6%	8%	5%	20%	-11%	-1%	.	7%	23%[59 µM]
44	Cc1noc(C(=O)Nc2ccc(F)cc2F)c1Cl	-4%	68%[activator]	-8%	26%	-5%	-3%	-5%	5%	14%
45	O=C(Nc1cccc(F)c1)c1cccnc1N1CCOCC1	-1%	-1%	-1%	27%	0%	0%	0%	-2%	0%
46	O=C1C=C(N(CCO)Cc2ccccc2)c2ccccc2C1=O	-35%	4.5µM*	0%	?	?	5%	?	?	50µM*
